# Source: PubChem
# KCNH2 3.1 block = inhibitors of human KCNH2 3.1 potassium channel isoform. U2OS KCNH2 3.1, thallium flux FluxOr; active compounds read low. activity change, % (tested at about 1.8 µM). 340,000 compounds, 0.95% hits;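 active = maximum activity change below -70%; inconclusive = maximum activity change from -70% to -50%; inactive = maximum activity change above -50%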;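 note: thallium influx rate constant from kinetic fluorescence after stimulation buffer; % is set by controls: 0 for no effect and ±100 for the full control effect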
#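 Normalized rate constant (relative to positive and negative DMSO controls) derived from a 2 min kinetic fluorescence read after stimulation; U2OS cells expressing the 3.1 isoform via virus at 1.77 x 10^8 /mL.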
# TSHR antag = blocks TSH signaling through the human TSH receptor; P16473; TSHR-expressing cells, TSH-stimulated cAMP HTRF, 2 h; active compounds read low; activity change, negative = inhibition, % at 11.5 µM; 330,000 compounds, 0.2% hits; AID 504810;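 active = activity change below a set negative limit, meaning inhibition stronger than a set level, cut at about -70% in these data; inconclusive = activity change between two set negative limits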; note: % is set by controls: 0 for no effect and ±100 for the full control effect
#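 Competitive HTRF cAMP read-out (cryptate anti-cAMP antibody, cAMP-d2; 30 min, room temperature) in freshly harvested TSHR cells. Compounds added before TSH at EC80 (4nM final), followed by 2 hours' incubation at 37 deg C.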
# USP2a block = USP2a (human) protease inhibition | USP2 core, Ub-CHOP2 coupled fluorogenic reporter, 485/531 | AID 463254 | Potency, µM (titrated, usually from 38.3 µM), for inactives: top-dose activity change, negative = inhibition, actives largely listed as inhibitors | 330,000 compounds, 0.01% hits | O75604;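 note: potency is the fitted concentration of half-maximal effect; plate controls were DMSO wells for no effect and full inhibition by NEM control for full effect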
#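 Deubiquitinase activity read as fluorescence (485/531 nm) after Ub-CHOP2 cleavage activates the enterokinase reporter on its substrate; USP2 core 10nM, Ub-CHOP2 and substrate 25nM each, 30min compound preincubation then 60min RT; data normalized to NEM, curves fitted.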
# TCR activator = T cell receptor activation; primary human leukocytes, anti-CD3, IL-2 HTRF, 48 h; Potency, µM (series often up to 9.22 µM), without a hit: top-dose activation of IL-2 secretion, actives largely listed as activators; 330,000 tested, under 10 active; AID 504894; note: % of control where 0% means no effect
#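 Primary human leukocytes receive a-CD3 beads and test compound and are incubated 48 hr. Secreted IL-2 is then assayed by HTRF, measuring 665nm acceptor emission after 320nm excitation of the europium donor.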
# ELG1 repair inh = blocks ELG1-dependent DNA repair in HEK293T cells; Potency, µM (series often up to 46.1 µM), without a hit: at the highest dose activity change, negative = inhibition, most hits filed as inhibitors; AID 504467; HEK293T ELG1-luciferase reporter, luminescence, 16 h; DNA damage induced by 5-fluorouridine; 330,000 compounds, 2.3% hits; note: potency is the fitted concentration of half-maximal effect; % is set by controls: 0 for no effect and ±100 for the full control effect; nearly all actives have a fitted effect of over 55% in size
#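 In this reporter screen, reduction of luminescence relative to DMSO vehicle indicated activity. Compounds and 5-fluorouridine were added together to 2,000 cells per well, incubated for 16 hr at 37 °C, then developed with ONE-Glo.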
# hERG WT inh = KCNH2 (human, wildtype) channel inhibition. Q12809. U2OS, BacMam KCNH2, thallium flux FluxOr; active compounds read low. activity change, % at 1.84 µM. 340,000 compounds, 0.37% hits;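 active = maximum activity change below -70%; inconclusive = maximum activity change between -70% and -50%; inactive = maximum activity change above -50%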; note: % is set by controls: 0 for no effect and ±100 for the full control effect
# Target sequence (Q12809 whole entry, looked up): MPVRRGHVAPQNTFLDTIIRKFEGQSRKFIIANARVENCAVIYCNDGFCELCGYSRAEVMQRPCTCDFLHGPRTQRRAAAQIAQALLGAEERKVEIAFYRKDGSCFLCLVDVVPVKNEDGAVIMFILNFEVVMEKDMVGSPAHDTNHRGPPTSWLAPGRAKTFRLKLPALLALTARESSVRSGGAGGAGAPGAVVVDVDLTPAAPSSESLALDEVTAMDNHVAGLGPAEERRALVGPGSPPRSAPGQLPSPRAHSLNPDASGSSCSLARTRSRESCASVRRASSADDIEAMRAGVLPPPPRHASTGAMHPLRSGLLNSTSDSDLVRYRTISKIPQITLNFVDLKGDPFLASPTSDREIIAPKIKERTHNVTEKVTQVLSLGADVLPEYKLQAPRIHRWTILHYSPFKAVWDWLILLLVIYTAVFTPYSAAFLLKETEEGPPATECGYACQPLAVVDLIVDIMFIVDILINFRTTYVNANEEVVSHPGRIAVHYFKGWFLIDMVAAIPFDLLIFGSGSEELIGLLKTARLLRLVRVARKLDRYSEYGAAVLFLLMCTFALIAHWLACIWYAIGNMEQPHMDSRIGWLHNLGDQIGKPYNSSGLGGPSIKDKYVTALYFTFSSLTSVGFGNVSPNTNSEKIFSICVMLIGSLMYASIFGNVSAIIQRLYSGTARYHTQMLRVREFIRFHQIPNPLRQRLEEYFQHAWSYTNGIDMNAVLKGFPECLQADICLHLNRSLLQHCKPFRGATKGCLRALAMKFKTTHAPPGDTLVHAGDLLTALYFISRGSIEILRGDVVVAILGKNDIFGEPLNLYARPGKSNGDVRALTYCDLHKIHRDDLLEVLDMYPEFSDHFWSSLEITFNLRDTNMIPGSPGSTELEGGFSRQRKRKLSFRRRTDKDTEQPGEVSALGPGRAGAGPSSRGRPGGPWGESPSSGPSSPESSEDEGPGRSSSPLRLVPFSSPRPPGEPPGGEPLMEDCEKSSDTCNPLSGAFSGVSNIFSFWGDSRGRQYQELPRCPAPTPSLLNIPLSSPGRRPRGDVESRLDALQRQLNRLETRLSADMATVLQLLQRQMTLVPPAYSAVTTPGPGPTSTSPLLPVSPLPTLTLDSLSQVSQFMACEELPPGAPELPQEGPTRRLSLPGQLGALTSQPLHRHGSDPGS
#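 U2OS cells were transduced with wild-type KCNH2 virus (2.03 x 10^8 / mL) for 4 h at room temperature, then cultured overnight at 37 C. Thallium flux was read with FluxOr dye. Rate constants were normalized to DMSO controls.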
# Mito fusion act = inhibitors of mitochondrial division or activators of mitochondrial fusion. S. cerevisiae fusion-defective mutant growth rescue, CellTiterGlo 48 h. Potency, µM (top dose mostly 46.1 µM), inactives show at the top dose growth rescue (activation), most hits filed as activators. 320,000 compounds, 0.23% hits. AID 485298;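 note: potency is the fitted concentration of half-maximal effect; % of control where 0% means no effect; nearly all actives have a fitted effect of over 45% in size; temperature-sensitive fusion mutants such as fzo1-1 at 37 °C on non-fermentable ethanol glycerol medium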
#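 Luminescent cell viability in 1536-well qHTS format served as the measure of rescued growth in ts fusion-mutant S. cerevisiae cultured on non-fermentable YPEG for 48 hours at 37C.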
# Eya2 inh = blocks the phosphatase activity of human Eya2. 330,000 compounds, 0.006% hits. Potency, µM (doses to about 76.9 µM), without a hit: at the top dose activity, negative = inhibition, usual class: inhibitors. recombinant Eya2, OMFP fluorescence dephosphorylation (OMFP is methylfluorescein phosphate). O00167; note: potency is the fitted concentration of half-maximal effect; % is set by controls: 0 for no effect and ±100 for the full control effect
#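 Eya2 protein (added as 0.2 uM solution) was preincubated with compound for 10 min at ambient temperature in 50 mM HEPES pH 7.5, 50 mM NaCl, 5 uM MgCl2, 0.05% BSA, 1 mM DTT. OMFP (added at 50 uM) then reacted 10 min; fluorescence read at 485/525 nm.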
# TRPV1 ag = human TRPV1 agonism. activation, % at 8.33 µM. AID 540275. 320,000 compounds, 0.19% hits. Q8NER1. TRPV1-expressing cells, Fluo-8 calcium influx, agonist mode; in the data active = activation above about 80%; inconclusive = between about 30% and that limit; note: 0% is about no effect
#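 TRPV1-expressing cells were cultured overnight at 35.5C and loaded with Fluo-8 calcium dye for 40 to 90 min at room temperature. After a 10 s baseline, compound was added and calcium influx was read kinetically for 3 min (ex 480/em 520 nm).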
# AT treatment = potential ataxia-telangiectasia treatments restoring KAP-1 phosphorylation; […] A-T fibroblasts, KAP-1 phosphorylation AlphaLISA; neocarzinostatin DNA damage 30 min before lysis; 320,000 compounds, 0.19% hits; Potency, µM (top dose mostly 57.5 µM), inactives show at the highest dose activation, most hits filed as activators; note: potency is the fitted concentration of half-maximal effect; % of control where 0% means no effect; nearly all actives have a fitted effect of over 45% in size
#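 hTERT-immortalized A-T patient fibroblasts ([…]), 500 cells/well in OPTI-MEM, 1% FBS, got compounds for 60 min, then NCS for 30 min at 37C. Lysates were then assayed for phospho-KAP-1 by AlphaLISA (anti-pKAP1 donor, anti-KAP1 acceptor beads), 6 hr at 25C.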
# * = called active by the depositor; ? = inconclusive; nt = no result given; [ ] = another dose, or the depositor's remark. Unless noted, calls come from the whole dose curve; as a rule, active = well fitted curve in the direction sought with a large enough effect; inconclusive = small, poorly fitted or top-dose-only effect, or another doubt; inactive = no such curve, though single readings can be large; an effect the other way counts as inactive or inconclusive. This is a subset (hit frequency here may not be typical).
structure,KCNH2 3.1 block,TSHR antag,USP2a block,TCR activator,ELG1 repair inh,hERG WT inh,Mito fusion act,Eya2 inh,TRPV1 ag,AT treatment
COc1ccc(/C=N\NC(=O)c2cccc(Br)c2)c(OC)c1,-12,21,0%,-7%,4%,-1,1%,-4%,-1,-4%
Nc1nonc1-n1nnc(C(=O)N/N=C/c2cccc(F)c2)c1-c1ccccc1,13,-11,-4%,-5%,4%,17,-3%,-10%,0,9%
CCCn1cnc2scc(-c3ccc(OC)cc3)c2c1=O,19,12,0%,3%,-2%,-1,0%,-2%,3,-6%
CCOC(=O)c1[nH]c(C)c(/C(O)=C2\C(=O)C(=O)N(CCCN(C)C)C2c2ccncc2)c1C (stereo not drawn),nt,-7,0%,nt,8%,nt,2%,9%,1,-1%
O=C(CCSc1nc2cc(Cl)ccc2o1)N1CCOCC1,3,-8,0%,nt,16%,4,7%,4%,3,7%
C=CCn1c(SC(C)C(=O)c2c(N)n(C)c(=O)n(C)c2=O)nnc1-c1ccoc1C (stereo not drawn),-1,-1,4%,3%,-1%,14,-2%,10%,3,-7%
O=C(Nc1ccc(C(=O)N2CCOCC2)cc1)Nc1cccc(Cl)c1,0,-1,3%,3%,8%,10,-1%,-8%,3,4%
CC(C)Oc1ccc(CNC(=O)CCCN2C(=O)C(c3ccccc3)Oc3cccnc32)cc1 (stereo not drawn),0,-4,-5%,1%,-1%,-1,-8%,-4%,2,-2%
Cc1coc2c1c(C)cc1oc(=O)c(CC(=O)N[C@@H](C)C(=O)O)c(C)c12,11,25,-9%,-2%,-2%,2,-9%,1%,2,-5%
COc1ccc(N(CC(=O)N/N=C/c2cccnc2)S(=O)(=O)c2ccccc2)c(OC)c1,-3,-9,2%,1%,-2%,5,1%,13%,3,1%
Cc1cccc(NC(=O)COc2coc(CN3CCc4ccccc4C3)cc2=O)c1,2,3,-5%,-11%,-26%,3,13%,10%,6,12%
Oc1ccc(C=NC2CCCCC2)cc1,16,-3,9%,-7%,-2%,-6,2%,5%,-4,-8%
CCOC(=O)c1sc(NC(=O)COc2ccc3c(c2)OCO3)nc1C,13,16,-1%,6%,10%,-3,-6%,11%,-3,-6%
CC(=O)Nc1ccc(N2C(=O)CSC2c2ccccc2[N+](=O)[O-])cc1 (stereo not drawn),-3,-4,10%,-4%,-3%,-1,-2%,-7%,3,2%
CN1CCN(S(=O)(=O)c2cccc(C(=O)N(C)CC(=O)Nc3ccc(F)c(F)c3F)c2)CC1,6,13,-1%,-4%,-2%,-8,6%,1%,1,-4%
CS(=O)(=O)N(CC(=O)N1CCc2ccccc2C1)c1cccc(F)c1,1,-11,-1%,3%,2%,-2,5%,3%,2,-7%
COc1cccc(/C=N/NC(=O)c2cccc([N+](=O)[O-])c2)c1OS(=O)(=O)c1ccccc1,-6,14,3%,1%,?,3,-3%,0%,-3,1%
CN(C)C(=O)Nc1cnc2ccccc2c1,10,-3,0%,-5%,?,6,7%,-12%,1,2%
CN(Cc1ccc(Cl)cc1Cl)C(=O)CCNC(=O)c1ccco1,4,-7,-1%,-1%,4%,-18,3%,-15%,7,-6%
COc1cccc(N2CCN(C(=O)c3cn(Cc4ccccc4)nc3-c3cccnc3)CC2)c1,-12,3,4%,9%,-4%,3,-5%,-1%,3,-3%

# Single records, as listed above. Screens in order: KCNH2 3.1 block	TSHR antag	USP2a block	TCR activator	ELG1 repair inh	hERG WT inh	Mito fusion act	Eya2 inh	TRPV1 ag	AT treatment
# `COc1cccc(N2CCN(C(=O)c3cn(Cc4ccccc4)nc3-c3cccnc3)CC2)c1` as listed: -12	3	4%	9%	-4%	3	-5%	-1%	3	-3%
# `Oc1ccc(C=NC2CCCCC2)cc1` as listed: 16	-3	9%	-7%	-2%	-6	2%	5%	-4	-8%
# `CN1CCN(S(=O)(=O)c2cccc(C(=O)N(C)CC(=O)Nc3ccc(F)c(F)c3F)c2)CC1` as listed: 6	13	-1%	-4%	-2%	-8	6%	1%	1	-4%

# Continuation:
# Order of values – KCNH2 3.1 block, TSHR antag, USP2a block, TCR activator, ELG1 repair inh, hERG WT inh, Mito fusion act, Eya2 inh, TRPV1 ag, AT treatment
COc1cc(/C=N/n2cnnc2)ccc1OC(=O)c1cccnc1
  7, 3, 1%, nt, -22%, -3, -2%, -5%, -6, -12%
Cc1ccc(C)c(NC(=S)Nc2cccc3cnccc23)c1
  5, -6, 2%, nt, ?, -6, 0%, -8%, -2, 9%
CCOC(=O)c1cccc(NC(=O)CN(c2ccc(OC)cc2)S(=O)(=O)c2c(C)noc2C)c1
  -29, -25, -1%, 1%, ?, -1, 8%, -19%, -1, 0%
Cc1ccc(SCCC(=O)Nc2ccccc2Br)cc1
  -12, -10, -1%, -1%, 22%, 8, 6%, -6%, ?, 3%
CS(=O)(=O)c1ccc(Cl)c(S(=O)(=O)NCc2ccccc2)c1
  -18, 0, 3%, 11%, 9%, -1, -4%, 2%, 1, -3%
COCCNC(=O)Cn1cnc2c(cnn2-c2ccc(OC)cc2)c1=O
  19, -3, 8%, -4%, 14%, -5, 4%, 4%, 1, -11%
CC1(C)NC(=O)N(CCOc2ccc([N+](=O)[O-])cc2)C1=O
  3, -5, 1%, 2%, 0%, 14, -4%, 7%, 20, 1%
O=C(CNS(=O)(=O)c1ccc([N+](=O)[O-])cc1)N/N=C/c1ccc(O)cc1O
  5, 3, 1%, -16%, ?, -10, 0%, 3%, -1, -20%
Fc1ccccc1Cn1nnc2c(-n3ccnc3)ncnc21
  -11, 2, 0%, -2%, 0%, 2, 1%, -12%, -6, 2%
COCCn1c(SCC(=O)Nc2sc(C)c(C)c2C#N)nnc1C(C)C
  -195*, -4, -1%, 4%, -12%, -2, 0%, 1%, 0, 14%
Cc1ccc(S(=O)(=O)Nc2cccnc2)c(C)c1C
  0, -26, 0%, nt, -15%, 5, -2%, 11%, -1, 0%
O=C(NCCSCc1c(F)cccc1Cl)c1ccc(CN2CCOCC2)cc1
  -18, 11, 2%, 0%[46.1 µM], ?, 5, 0%, 1%, ?, 4%
CC(=O)NC1(c2cccc(F)c2)CCN(CC(=O)NC(C)C)CC1
  16, 1, -1%, -2%, 3%, 4, -2%, -7%, -1, -1%
O=C(NCc1ccco1)c1ccc2ccccc2n1
  4, -6, 1%, -3%, -11%, 1, 10%, 7%, 6, -2%
CNc1ccccc(-c2ccc3cc4c(cc3n2)OCO4)c1=O
  -2, 14, 2%, 2%[46.1 µM], ?, -4, -6%, -4%, 3, -1%
O=[N+]([O-])c1ccc(-c2csc3[n+]2CCS3)cc1
  -36, -2, 1%, 0%, -14%, -32, 2%, 18%, -2, nt
CC(C)C(=O)Nc1cc(S(=O)(=O)Nc2ccc(Cl)cc2)ccc1Cl
  17, 26, 2%, 2%[46.1 µM], -5%, -7, ?, -5%, 16, 1%
COc1cc2[nH]c(C(=O)NCc3ccccc3)cc2c(OC)c1OC
  6, -2, -1%, 6%, 2%, -3, -8%, 1%, ?, 8%
COc1cc(OC)cc(C(=O)NCC2CCCN(C(=O)c3csc(C(C)C)n3)C2)c1 (stereo not drawn)
  11, 2, -2%, -9%, ?, 12, -1%, 9%, -1, 5%
O=C(Nc1nc(-c2ccccc2)cs1)c1ccccc1NS(=O)(=O)c1ccc(F)cc1
  -3, -85*, -9%, 0%[46.1 µM], ?, 1, -20%, -4%, 2, 13%
O=C(CSc1nc(-c2ccccc2)cc(C(F)(F)F)n1)NCCN1CCOCC1
  3, 10, 0%, 1%, 8%, 4, -8%, 0%, 1, -5%

# Some entries already given, reduced to AT treatment:
Compound | AT treatment
CN1CCN(S(=O)(=O)c2cccc(C(=O)N(C)CC(=O)Nc3ccc(F)c(F)c3F)c2)CC1 | -4%
CS(=O)(=O)N(CC(=O)N1CCc2ccccc2C1)c1cccc(F)c1 | -7%
COc1cccc(/C=N/NC(=O)c2cccc([N+](=O)[O-])c2)c1OS(=O)(=O)c1ccccc1 | 1%
